Compound activity deposited in PubChem BioAssay by several laboratories.
Dengue-2 NS5 capping = Dengue-2 NS5 methyltransferase inhibitors, primary screen, biochemical, confirmation dose response (AID 588689); Dengue-2 NS5 methyltransferase capping enzyme assay, biochemical; higher % means a stronger effect; inhibition, % at 25 µM, or IC50 in µM where a hit was titrated; 340,000 compounds, 0.3% hits; in the data active = a potency from the dose series; inconclusive = inhibition above about 29% without an active follow-up result
West Nile antiviral = West Nile virus antiviral activity, cell-based, CPE readout (AID 1621). CPE inhibition, % at 10 µM; hits with a dose series show IC50 in µM. West Nile virus-infected cells, CPE inhibition; higher % means a stronger effect. 290,000 compounds, 0.02% hits; in the data active = a potency from the dose series; inconclusive = CPE inhibition mostly from about 3.7% at the one dose, without a potency; inactive = the rest, 99 in 100 with CPE inhibition below about 2.2%; also: strong numbers were not always called active
LYP inhibition = PTPN22 lymphoid phosphatase activity blockers – biochemical, fluorescence intensity, uHTS (AID 1779); 290,000 compounds, 0.054% hits; recombinant LYP phosphatase, fluorescence intensity; higher % means a stronger effect; one-dose inhibition, % at 11.5 µM; IC50 in µM for titrated hits; in the data active = inhibition above about 50%;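 also: plate controls were vehicle with enzyme for no effect and no enzyme for full effect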
MgcRacGAP inhibition = MgcRacGAP GTPase-activating activity inhibitors, confirmation, biochemical, ADP Hunter fluorescence; inhibition, % at 30 µM, or IC50 in µM where a hit was titrated; MgcRacGAP-stimulated Rac1 GTP hydrolysis, ADP Hunter fluorescence; higher % means a stronger effect; GST-tagged Rac1 F28L mutant substrate; 340,000 compounds, 0.6% hits; AID 624330;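 active = first-screen hits whose inhibition reached a set limit at any dose in the follow-up dose series; inconclusive = inhibition above the set first-screen limit but never retested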;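 also: fluorescence reports GDP produced by GAP-driven GTP hydrolysis; strong numbers were not always called active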
CSM14.1 death rescue = rescue of cells from ER stress-induced death, primary screen, 384-well, CSM14.1, thapsigargin, ATP luminescence (AID 1222); CSM14.1 thapsigargin-induced death rescue, ATP luminescence; higher % means a stronger effect; cellular ATP content (survival), % at 20 µM, or EC50 in µM where a hit was titrated; 190,000 tested, under 10 active;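 active = EC50 below 50 µM in the dose-response confirmation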;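 also: death triggered by thapsigargin at about 15 µM added after 2 h compound pretreatment; cell ATP read after overnight thapsigargin exposure of roughly 18 to 22 hours; normalized against plate controls of thapsigargin alone and 5% DMSO vehicle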
RSV antiviral HEp-2 = RSV antiviral activity via CPE protection, HEp-2 cells, primary 10 µM value included (AID 2391) | HEp-2 cells, RSV-induced CPE inhibition; higher % means a stronger effect | CPE inhibition, % at 10 µM, or IC50 in µM where a hit was titrated | 310,000 compounds, 0.13% hits; in the data active = a potency from the dose series; inconclusive = CPE inhibition mostly from about 23% at the one dose, without a potency; inactive = the rest, 99 in 100 with CPE inhibition below about 21%; also: strong numbers were not always called active
SV40 large T antigen = TAg ATPase/helicase activity blockers – biochemical (AID 1903); SV40 large T antigen ATPase/helicase inhibition assay; higher % means a stronger effect; inhibition, % at 20 µM, or IC50 in µM where a hit was titrated; 310,000 compounds, 0.39% hits; in the data active = a potency from the dose series; inconclusive = inhibition mostly from about 32% at the one dose, without a potency; inactive = the rest, 99 in 100 with inhibition below about 32%; also: strong numbers were not always called active
PhoP inhibition = inhibitors of PhoP regulon expression, primary screen, Salmonella Typhimurium, GFP reporter (AID 1863); 300,000 compounds, 0.16% hits; S. Typhimurium PhoP-regulated promoter GFP reporter, 4 h; higher % means a stronger effect; inhibition, % at 50 µM; hits with a dose series show IC50 in µM;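 active = inhibition over 29.93%, a cutoff 3 SD above the screen mean, later confirmed by dose response; inconclusive = inhibition over 29.93% but no dose response follow-up; inactive = inhibition at most 29.93% or unconfirmed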;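 also: 0% = low Mg2+ inducing control and 100% = high Mg2+ repressing control; strong numbers were not always called active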
GPR35 antagonists = GPR35 antagonists blocking zaprinast-driven arrestin recruitment, primary screen, imaging, U2OS, beta-arrestin-GFP, zaprinast agonist (AID 2058). U2OS GPR35 beta-arrestin-GFP translocation imaging, zaprinast antagonism; higher % means a stronger effect. inhibition, % at 10 µM, or IC50 in µM where a hit was titrated. 290,000 compounds, 0.052% hits;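 active = inhibition of at least 50% with at least 30 cells and total cytoplasm GFP at most 10,000,000; inconclusive = under 30 cells or total GFP of 10,000,000 plus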
Dengue-2 NS5 capping pilot replicate = further read-out of Dengue-2 NS5 capping, marked with its call; inhibition, %; measured here: pilot screen replicate inhibition
* marks the source's active call; other numbers are inactive results; ? = inconclusive; . = no result given; & = joins results of further samples.

SMILES	Dengue-2 NS5 capping	West Nile antiviral	LYP inhibition	MgcRacGAP inhibition	CSM14.1 death rescue	RSV antiviral HEp-2	SV40 large T antigen	PhoP inhibition	GPR35 antagonists	others
CC1CC(C)CN(C(=O)CSc2nnc(-c3ccco3)o2)C1 (centres undefined)	3%	-0.4%	-12%	4%	.	-0.3%	-3%	5%	15%
O=C(NCCCN1CCCC1)c1ccc2c(c1)N(Cc1ccccc1)CCS2	-10%	-1.2%	-17%	-3%	.	-3.3%	16%	-5%	5%
OCC1(Cc2cccc(F)c2)CCN(Cc2cccc3nccnc23)CC1	-2%	-0.5%	-2%	6%	0.2%	4.3%	11%	-8%	-26%
COc1ccc(Cn2c(=O)[nH]c3cc(C(=O)NC4CCN(Cc5ccccc5)CC4)ccc32)cc1	-1%	-1.0%	-5%	5%	0.4%	-2.8%	2%	3%	3%
CCN(Cc1cnn(C)c1)C(=O)c1ccc2nc(Cc3cccc(Cl)c3)oc2c1	-8%	-0.4%	-13%	6%	.	13%	9%	2%	0%
CCOC(=O)CNS(=O)(=O)c1ccc(S(=O)(=O)N2CCCC2)cc1	-1%	-0.3%	-10%	-2%	-1.1%	2.0%	2%	12%	7%
COc1ccc(-n2nc3c(c2NC(=O)C(C)Oc2ccccc2)CS(=O)C3)cc1 (centres undefined)	-2%	-0.1%	-6%	1%	.	0.1%	18%	2%	11%
O=C(O)C1CC=CCC1C(=O)Nc1cccc(C(=O)N2CCCCC2)c1 (centres undefined)	-2%	-0.3%	-7%	5%	.	1.1%	-2%	13%	-7%
CC/C(=N/OC(=O)c1cccc(C)c1)C(=O)c1cccs1	2%	-0.5%	-1%	2%	0.3%	-1.1%	13%	1%	4%
CCn1c(=O)n(-c2ccc(Cl)cc2)c(=O)c2c3c(sc21)COC(C)(C)C3	-9%	-0.1%	-2%	2%	-2.3%	1.0%	0%	-4%	-9%
COc1ccc(-c2csc(NC(=S)NC(=O)c3cccs3)n2)cc1Br	.	-0.2%	-6%	.	.	.	5%	3%	8%
CC(C)(C)c1ccc(CCC2OCC(CN3CCOCC3)O2)cc1 (centres undefined)	-7%	-0.5%	4%	12%	.	.	7%	-8%	-4%
CCN1C(=O)/C(=C\c2nc3ccccc3c(=O)n2-c2ccccc2)c2ccccc21	-10%	-0.8%	1%	3%	-1.0%	3.3%	6%	3%	-17%
Cc1c(C(=O)Nc2nonc2-c2ccc(F)cc2)oc2ccc(F)cc12	-1%	-0.4%	-3%	7%	.	15%	-5%	7%	12%
Cc1cccc(OC(C)C(=O)NCc2ccc(S(N)(=O)=O)cc2)c1 (centres undefined)	-3%	-0.4%	-4%	6%	-2.4%	0.1%	24%	-9%	17%
CCOC(=O)C1CCN(C(=O)Cn2cc(C#N)c3ccccc32)CC1	-4%	0.0%	-1%	1%	-2.2%	-0.6%	9%	-2%	-6%
C/C(=N\Nc1nc(N)cc(Cl)n1)c1cccc([N+](=O)[O-])c1	-3%	0.4%	-10%	0%	-0.1%	0.0%	15%	13%	9%
COc1cccc(N=Cc2nc(-c3ccccc3)oc2OC(C)=O)c1	-8%	1.3%	-3%	20%	.	-0.3%	?	3%	12%
CCOC(=O)NC1(Nc2ccc(C)cc2)Oc2ccccc2O1	5%	-0.9%	0%	8%	5.6%	-0.2%	12%	-3%	4%
COc1ccc(N2CCOCC2)c(NC(=O)c2cccc3ccccc23)c1	1%	-0.7%	-2%	3%	.	19%	6%	0%	8%
COc1ccc(CNC(=S)Nc2cccc(F)c2)cc1	1%	-0.7%	0%	12%	.	2.0%	0%	8%	-1%	Dengue-2 NS5 capping pilot replicate=-1.8
CN(CCNC(=O)c1ccc(/C=N/O)nc1)Cc1ccccc1	2%	-0.5%	5%	5%	-3.1%	2.8%	10%	8%	-10%
Cc1c(NC(=O)CSc2nnc3sc4ccccc4n23)c(=O)n(-c2ccccc2)n1C	4%	-0.1%	-1%	13%	.	1.9%	2%	-14%	5%
O=C(NCc1ccncc1)NC12CC3CC(CC(C3)C1)C2	-5%	-0.8%	-4%	-1%	-1.4%	0.0%	1%	-6%	-9%
COc1ccc(CN(C)CC(=O)Nc2ccc(SC(F)F)cc2)cc1OC	0%	-1.1%	-7%	-1%	-1.4%	?	-1%	-7%	2%
O=C(Cc1ccc(NS(=O)(=O)c2ccc(F)cc2)cc1)NCc1ccccc1	-1%	-0.3%	-1%	2%	-0.2%	6.0%	-4%	13%	20%
O=C(O)CCCN1C(=O)NC2NC(=O)NC21 (centres undefined)	0%	0.2%	-9%	-5%	0.1%	2.6%	20%	6%	9%
CC(C)c1nnc(SCC(=O)N2CCc3ccccc32)n1N	9%	0.0%	-1%	7%	.	-1.1%	-6%	-2%	13%
COc1ccc2nc(N/C(N)=N/C(=S)Nc3ccc(C)c(C)c3)nc(C)c2c1	.	-0.7%	1%	.	-2.8%	16%	15%	-9%	-6%
CC(C)(C)[C@@H]1C=C(C(=O)N2CCN(Cc3ccccc3)CC2)O[C@H](OCc2ccc(CO)cc2)C1	3%	-0.3%	-3%	6%	3.4%	0.5%	3%	-11%	-14%
Cc1cccc(Nc2cc(C)nc3ccccc23)c1	.	-0.1%	-8%	11%	.	6.2%	3%	-2%	4%
O=C(C[n+]1ccccc1)N/N=C/c1cccc(Cl)c1Cl	9%	-0.1%	-10%	.	.	1.1%	26%	-2%	11%
CCN1CCN(Cc2ccc(NC(=O)c3ccc(C)c(NC(=O)C[C@@H]4NC(=O)[C@H](Cc5ccccc5)NC4=O)c3)cc2C(F)(F)F)CC1	-1%&-7%	-0.6%	-6%	16%&9%	.	1.4%	-3%	-3%	22%
Cc1cccn2c(=O)c3cc(C(=O)NCCN4CCOCC4)c(=N)n(CCc4ccccc4)c3nc12	-1%	.	-27%	12%	4.9%	0.7%	7%	-5%	4%
CN(Cc1ccccc1)C(=O)COc1cc(Cl)ccc1Cl	-1%	-2.3%	-8%	8%	.	2.0%	5%	.	9%
Cc1ccc(NC(=O)CSc2nnc(-c3ccncc3)o2)cc1C	.	0.2%	-5%	.	2.5%	0.8%	8%	1%	-6%
CCCCCc1ccc(-c2cn(Cc3ccc4ccccc4c3)nn2)cc1	-2%	-0.2%	-13%	2%	.	0.0%	3%	.	-5%
CC(C)CCNC(=O)c1csc2c1CCCCC2	3%	-0.2%	-8%	9%	-1.1%	1.5%	6%	5%	-21%
CC(OC(=O)c1ccc(NS(=O)(=O)c2ccc3[nH]c(=O)[nH]c3c2)cc1)C(=O)Nc1ccc(Cl)cc1 (centres undefined)	1%	1.2%	7%	4%	0.1%	-0.3%	-2%	0%	-4%
Cc1cc(=O)[nH]c(N/N=C/c2c(C)nn(-c3ccc(F)cc3)c2Cl)n1	-5%	-1.0%	13%	4%	1.6%	6.9%	3%	-9%	7%

In the list so far, these have a COOH group:
SMILES	Dengue-2 NS5 capping	West Nile antiviral	LYP inhibition	MgcRacGAP inhibition	CSM14.1 death rescue	RSV antiviral HEp-2	SV40 large T antigen	PhoP inhibition	GPR35 antagonists	others
O=C(O)C1CC=CCC1C(=O)Nc1cccc(C(=O)N2CCCCC2)c1 (centres undefined)	-2%	-0.3%	-7%	5%	.	1.1%	-2%	13%	-7%
O=C(O)CCCN1C(=O)NC2NC(=O)NC21 (centres undefined)	0%	0.2%	-9%	-5%	0.1%	2.6%	20%	6%	9%

Next part.
SMILES	Dengue-2 NS5 capping	West Nile antiviral	LYP inhibition	MgcRacGAP inhibition	CSM14.1 death rescue	RSV antiviral HEp-2	SV40 large T antigen	PhoP inhibition	GPR35 antagonists	others
CC(c1ccccc1)N1C(=O)c2ccc(C(=O)Nc3ccc(Br)cc3C(=O)O)cc2C1=O (centres undefined)	-5%	-0.6%	-8%	13%	.	9.0%	10%	-5%	-27%
CCN1C(=O)/C(=C2/Sc3ccc(OC)cc3N2C)SC1=Nc1ccc(OC)cc1	1%	0.4%	-3%	2%	-0.4%	-1.1%	3%	0%	-20%
Cc1ccc(NC(=O)COC(=O)CCC(=O)c2ccc(C(C)(C)C)cc2)c([N+](=O)[O-])c1	-8%	-0.9%	3%	-4%	-1.2%	2.2%	16%	4%	16%
O=C(Nc1cc(C(F)(F)F)ccc1N1CCOCC1)c1cccs1	-1%	1.1%	-6%	6%	0.1%	1.1%	7%	0%	-1%
CC(C)c1ccc(OCC(=O)Nc2ccccc2C(=O)N2CCOCC2)cc1	3%	-0.1%	-8%	6%	.	0.6%	6%	-3%	-15%
CNS(=O)(=O)c1cccc(C(=O)OC2CCCCC2=O)c1 (centres undefined)	3%	0.3%	-10%	6%	-1.2%	0.7%	4%	0%	12%
NC(=O)c1ccsc1NC(=O)C1CCCN1S(=O)(=O)c1ccc(Cl)cc1 (centres undefined)	-5%	-0.7%	-7%	6%	-1.4%	1.8%	3%	-8%	14%
CCN(CC)CCNc1ccnc2cc(Cl)ccc12	1%	0.3%	3%	19%	0.5%	-2.2%	-2%	1%	11%
O=C(Oc1ccc(-c2ccccc2)cc1)N1CCCCC1	-1%	-0.1%	-3%	19%	-1.0%	0.9%	2%	8%	-12%
COc1ccc(S(=O)(=O)NC(C)C(=O)NCc2ccco2)cc1OC (centres undefined)	-18%	0.1%	-10%	5%	.	0.9%	13%	-4%	4%
Cc1ccc(Cl)cc1N1CCN(C(=O)CCCn2c(=O)c3cccn3c3cccnc32)CC1	-6%	0.9%	0%	-4%	.	48%	4%	14%	-7%
NC(=O)c1ccc(C(F)(F)F)n(Cc2c(Cl)cccc2Cl)c1=O	-5%	0.4%	-5%	5%	-2.6%	-0.8%	6%	-1%	6%
CCOC(=O)c1nonc1NC(C)=O	0%	0.8%	-4%	4%	-0.9%	2.0%	7%	-2%	4%
CCN(CCCNC(=O)CCc1nc(-c2ccc(OC)cc2)no1)c1cccc(C)c1	35%	-0.7%	-4%	-9%	-0.1%	8.4%	6%	1%	0%
CCCCn1c(N)c(N(CCOC)C(=O)CSCc2c(C)noc2C)c(=O)[nH]c1=O	-2%	-0.1%	-7%	3%	.	0.0%	-1%	2%	8%
Cc1cc(C)n2nc(SCN3C(=O)c4ccccc4C3=O)nc2n1	-1%	-0.3%	-5%	1%	-0.7%	-0.6%	7%	2%	4%
CNC(=S)N1N=C(c2ccc(C)cc2)CC1c1ccc(OC)cc1 (centres undefined)	5%	-0.3%	6%	10%	6.2%	13%	-11%	15%	-10%
COc1ccc(Cc2nc(-c3ccc(Br)o3)no2)cc1OC	-3%	-0.6%	-5%	6%	1.5%	0.2%	0%	-11%	0%
